Compound activity: PubChem, several laboratories
H9c2 protect: myocardial damage modulation in H9c2 cells. protection from H2O2 cell death, % at 20 µM. 360,000 compounds, 0.63% hits. H9c2 cardiomyocytes, H2O2 injury protection, ATPLite, 2 h;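 active = compounds giving at least 50% protection of heart cells from peroxide-induced death in the single-dose screen, raw or plate-pattern-corrected value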;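 also: 0% = DMSO wells with peroxide and 100% = DMSO wells without peroxide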
PDI turbidity: blocks human protein disulfide isomerase activity; AID 588391; 350,000 compounds, 0.052% hits; inhibition, % at 10 µM; PDI insulin aggregation turbidity, A650, 90 min;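 active = mean inhibition across replicates of 30% or more, whatever share of single replicates reach that level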;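 also: absorbance from insulin aggregation driven by PDI reduction with DTT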
MC4R antag cAMP: blocks human MC4R cAMP signaling | inhibition, % at 6.5 µM | MC4R-expressing cells, MTII-stimulated cAMP, LANCE TR-FRET | P32245 | 360,000 compounds, 0.48% hits | AID 540295;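 active = inhibition above its plate's cutoff, the mean of tested wells on that plate plus 3 SD, cut at about 29% in these data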;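 also: 0% = Melanotan II alone and 100% = Melanotan II plus saturating MCL0020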
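system = U2OS cells with stable human MC4R expression | also added = Melanotan II challenge after compound preincubation | dosing = one concentration, 6.5 µM nominal | incubation = compound 30 min, challenge 1 h, detection 1 h | measured by = TR-FRET with Eu-cAMP and labeled anti-cAMP, 671 nm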
ABHD5 PLIN5 PPI: blocks binding of human ABHD5 to perilipin-5; inhibition, % at 4 µM; Q00G26+Q8WTS1; Split G. princeps luciferase complementation, luminescence, 4 h; 360,000 compounds, 0.78% hits;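 active = inhibition above the mean inhibition across every tested compound plus 3 SD, cut at about 22% in these data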;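 also: 0% = DMSO only wells and the 100% control is not disclosed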
Target sequence (Q00G26 whole entry, looked up): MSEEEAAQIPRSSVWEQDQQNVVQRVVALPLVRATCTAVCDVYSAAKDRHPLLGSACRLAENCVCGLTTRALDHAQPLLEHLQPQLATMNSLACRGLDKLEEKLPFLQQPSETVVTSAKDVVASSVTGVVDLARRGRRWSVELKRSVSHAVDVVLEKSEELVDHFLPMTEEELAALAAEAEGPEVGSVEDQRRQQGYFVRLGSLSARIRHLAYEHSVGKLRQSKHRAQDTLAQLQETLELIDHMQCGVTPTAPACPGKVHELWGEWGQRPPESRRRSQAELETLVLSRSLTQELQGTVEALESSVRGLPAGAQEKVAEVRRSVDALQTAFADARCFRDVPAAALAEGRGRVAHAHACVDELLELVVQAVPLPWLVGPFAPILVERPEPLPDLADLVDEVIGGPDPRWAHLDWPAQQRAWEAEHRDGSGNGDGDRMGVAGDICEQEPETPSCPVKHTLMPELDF
Target sequence (Q8WTS1 whole entry, looked up): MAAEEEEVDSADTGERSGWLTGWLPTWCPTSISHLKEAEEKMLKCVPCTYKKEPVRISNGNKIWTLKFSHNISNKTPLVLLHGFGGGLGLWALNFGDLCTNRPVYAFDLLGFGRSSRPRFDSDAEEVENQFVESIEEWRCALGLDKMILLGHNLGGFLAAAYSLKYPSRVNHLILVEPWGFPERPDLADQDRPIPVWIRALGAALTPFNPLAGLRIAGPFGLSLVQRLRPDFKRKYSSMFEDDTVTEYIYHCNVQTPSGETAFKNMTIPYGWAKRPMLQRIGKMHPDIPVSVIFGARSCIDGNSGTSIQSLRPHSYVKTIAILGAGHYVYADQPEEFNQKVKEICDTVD
Exocytosis inh: lytic granule exocytosis inhibition. TALL-104 LAMP-1 surface exposure, flow cytometry; cells stimulated with thapsigargin and PMA. inhibition, % at 10 µM. 360,000 compounds, 0.66% hits;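 active = inhibition above about 55%, limit read from the data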
MC4R barr agon: agonists of human melanocortin 4 receptor (MC4R) beta-arrestin | activation, % at 8.9 µM | AID 540308 | U2OS MC4R beta-arrestin complementation, luminescence; percent of melanotan II response, DMSO zero | P32245 | 360,000 compounds, 0.98% hits;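 active = activation above a per-plate cutoff, the mean activation of sample wells on that plate plus 3 SD, cut at about 8% in these data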
ABCB6 inh 2: blocks the human ABCB6 transporter | AID 602162 | K562-ABCB6 porphyrin accumulation, flow cytometry, 1 h; stronger effect = lower value | fluorescence ratio to DMSO, % at 10 µM | 360,000 compounds, 0.19% hits;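 active = fluorescence ratio to DMSO below 75%, the collection mean minus 3 SD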;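 also: signal is porphyrin accumulated inside mitochondria; 100% equals median channel fluorescence of DMSO control wells; lower ratio means ABCB6 inhibition with less porphyrin fluorescence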
CaV13 FRET inh: Disruptors of the CACNA1D IQ motif to Ca2+-dependent inactivation inhibitor domain association, primary screening, Förster resonance energy transfer in intact living …; HEK cells, CFP/YFP FRET ICDI-IQ, plate reader, 10 min; percent FRET-ratio fall versus neutral wells; 340,000 compounds, 0.098% hits; inhibition, % at 12.3 µM;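 active = mean replicate inhibition of at least 30% and at least 1% of replicates passing that level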;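 also: 0% = median of the neutral control wells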
m5-HT2A agonist: agonists of mouse serotonin 5-HT2A receptor (HTR2A); CHO-K1 mHTR2A beta-arrestin complementation, luminescence; percent of 30 µM serotonin response; activation, % at 7.6 µM; 360,000 compounds, 0.66% hits; AID 624169;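 active = activation above a run cutoff, the mean activation of all tested compounds plus 3 SD, cut at about 14% in these data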;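 also: 0% = plate median of compound wells and 100% = 30 µM serotonin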
N-glyco inh: blocks N-linked glycosylation in D54 reporter cells; D54 ERlucT glycosylation luciferase reporter, 24 h; percent of 100 nM tunicamycin response; reporter increase, % at 12.5 µM; 360,000 compounds, 0.23% hits;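 active = mean luciferase reporter signal, scaled so untreated is 0 and the glycosylation-blocking control 100, at or above a set limit in every replicate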;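 also: luciferase carries N-glycosylation sites so blocking glycosylation raises the light; 0% = median of neutral control wells and 100% = median of 100 nM tunicamycin wells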
Starred values were filed as active, the others as inactive; nt = no result given. Some of the compounds tested. The share of hits here may be higher or lower than overall.

SMILES	H9c2 protect	PDI turbidity	MC4R antag cAMP	ABHD5 PLIN5 PPI	Exocytosis inh	MC4R barr agon	ABCB6 inh 2	CaV13 FRET inh	m5-HT2A agonist	N-glyco inh
c1ccc2c(CCNC3CCCCC3)c[nH]c2c1	2.5	5.0	2.2	-0.3	-2.0	-2.6	104.0	-1.3	4.0	-4.4
Oc1cc(O)cc(/C=C/c2ccc(O)cc2O)c1	-8.6	-0.8	0.8	5.9	-3.5	-1.4	93.0	nt	2.8	1.3
O=C1NC(=O)N(Cc2ccccc2)C(=O)C1Cc1ccccc1 (configuration not stated)	1.6	4.8	-1.7	-23.6	-0.7	-0.9	94.0	-6.0	0.7	2.1
COc1ccc(OC)c(C(O)C2CCCCN2)c1 (configuration not stated)	0.4	12.4	2.4	-1.3	2.9	-0.1	94.0	-5.0	1.8	0.5
COc1cccc(CN2CCN(Cc3cccc(F)c3)CC2)c1	0.5	-6.7	0.1	7.9	0.9	-1.7	98.0	-1.7	-6.0	-1.4
CCCCOc1ccc(C(C)=O)cc1Cc1c(O)[nH]c(=S)[nH]c1=O	-3.4	-4.0	2.5	-7.9	5.8	-1.0	106.0	-0.1	5.1	-0.1
Cc1ccc2c(c1)CC1(CN2C)C(=O)NC(=O)N(CCc2ccccc2)C1=O (configuration not stated)	0.6	1.8	3.7	-7.6	-2.0	-1.6	89.0	-4.0	8.0	2.0
COc1ccc(C=C2C(=O)N(C)C(=O)N(C)C2=O)cc1COc1ccc(NC(C)=O)cc1	7.1	-3.8	9.3	2.1	-2.5	0.4	93.0	-18.3	8.4	1.8
Cc1nn(-c2ccccc2)c2c1C(c1ccc3c(c1)OCO3)SCC(=O)N2 (configuration not stated)	-1.2	-6.7	3.4	-4.0	-1.0	0.9	103.0	-8.3	0.8	-1.5
COc1ccc(C(=O)C(Cc2ccccc2)N(C)C)cc1 (configuration not stated)	-9.9	4.2	-0.9	1.4	2.8	-2.1	97.0	-4.5	-3.8	-1.5
O=C(Cc1ccccc1)OCCN1CCOCC1	4.7	-4.1	-1.9	3.5	-4.8	-0.3	100.0	-5.7	5.0	0.5
c1ccc2c(N3CCNCC3)cccc2c1	-1.6	-0.3	4.6	5.9	0.6	0.1	99.0	-5.0	-5.5	-2.7
NC(N)=Nc1ccc2[nH]c3c(c2c1)C[C@@]1(O)[C@H]2Cc4ccc(O)c5c4[C@@]1(CCN2CC1CC1)C3O5 (some centres not stated)	7.6	2.8	1.6	-1.8	2.0	0.3	94.0	nt	-0.3	2.7
CCOC(=O)C(O)(c1cn(C)c2ccccc12)C(F)(F)F (configuration not stated)	13.4	-1.1	-1.9	-1.1	2.5	-1.0	95.0	-5.0	1.2	2.6
CC1CCOC(=O)C=CC=CC(=O)OC2CC3OC4C5OC5(C)C(O)CC4(COC(=O)C1O)C2(C)C31CO1 (configuration not stated)	17.0	2.4	3.0	0.8	-1.0	-1.4	87.0	-2.1	-0.3	-18.2
NN=C(N)N	-5.8	9.9	5.9	4.2	-1.6	0.5	95.0	-5.0	-1.0	-4.3
COc1ccc(NC(=O)c2c(C)nn(Cc3ccccc3Cl)c2Cl)cc1Cl	-1.8	-4.9	10.1	-1.7	14.5	5.1	92.0	-4.5	-3.2	-1.2
COCCCNC(=O)c1c(NC(=O)c2ccco2)n(Cc2ccccc2)c2nc3ccccc3nc12	-0.2	-4.9	3.5	2.8	6.8	-1.7	124.0	nt	-1.0	1.8
Nc1c(C(=O)NC2CCCC2)c2nc3ccccc3nc2n1CC1CCCO1 (configuration not stated)	16.9	-5.7	19.7	-47.2	-0.1	2.3	99.0	-2.7	4.6	-0.4
CCOC(=O)C1=C(N)Oc2c(c(=O)oc3ccccc23)C12C(=O)N(C)c1ccccc12 (configuration not stated)	18.5	2.4	-11.1	2.4	-3.0	-2.3	97.0	1.7	-0.1	1.4
CC[C@H]1CN2CCC1C[C@@H]2[C@H](O)c1ccnc2ccc(OC)cc12 (some centres not stated)	0.3	-5.4	11.6	0.7	0.1	1.4	93.0	-5.1	-2.5	-3.0
FC(F)(F)c1cccc(C2NCc3ccccc3-n3cccc32)c1 (configuration not stated)	-12.0	9.4	10.6	-4.0	53.2	2.4	80.0	-18.1	-10.5	-2.2
CCC(C)N1C(=O)/C(=C\c2cnc(N(C)C)nc2)C(=O)NC1=S (configuration not stated)	0.6	1.2	-2.5	-12.6	7.4	-0.7	101.0	-5.4	2.5	2.5
CC1CCCCN1CC(=O)c1ccc2cc[nH]c2c1 (configuration not stated)	1.4	nt	2.8	1.5	-11.9	0.5	98.0	-6.0	-2.6	1.4
COc1ccc(C2CN(C)CC2C(=O)c2ccc(F)cc2)cc1Cl (configuration not stated)	-0.3	-2.5	6.1	7.7	0.6	-1.1	102.0	-4.3	-13.7	-0.7

Next section; it opens with the four that closed the last part.
SMILES	H9c2 protect	PDI turbidity	MC4R antag cAMP	ABHD5 PLIN5 PPI	Exocytosis inh	MC4R barr agon	ABCB6 inh 2	CaV13 FRET inh	m5-HT2A agonist	N-glyco inh
FC(F)(F)c1cccc(C2NCc3ccccc3-n3cccc32)c1 (configuration not stated)	-12.0	9.4	10.6	-4.0	53.2	2.4	80.0	-18.1	-10.5	-2.2
CCC(C)N1C(=O)/C(=C\c2cnc(N(C)C)nc2)C(=O)NC1=S (configuration not stated)	0.6	1.2	-2.5	-12.6	7.4	-0.7	101.0	-5.4	2.5	2.5
CC1CCCCN1CC(=O)c1ccc2cc[nH]c2c1 (configuration not stated)	1.4	nt	2.8	1.5	-11.9	0.5	98.0	-6.0	-2.6	1.4
COc1ccc(C2CN(C)CC2C(=O)c2ccc(F)cc2)cc1Cl (configuration not stated)	-0.3	-2.5	6.1	7.7	0.6	-1.1	102.0	-4.3	-13.7	-0.7
NC(Cc1ccccc1)c1csc(Nc2ccccn2)n1 (configuration not stated)	-2.7	5.7	-3.7	-2.0	-0.4	-2.3	95.0	-6.1	-0.7	-7.0
O=C(O)C1C2CCC(O2)C1C(=O)NC1CCCCC1 (configuration not stated)	24.6	-3.8	-3.3	4.3	-6.0	-2.0	93.0	-3.4	-0.2	2.4
O=C(CN1CC=C(c2ccccc2)CC1)NC(=O)NC1CCCCC1	0.5	-1.8	-2.6	-1.6	1.2	0.1	96.0	-4.6	6.7	0.8
Cn1c(=O)cc(SCC(=O)N2CCC3(CC2)OCCO3)c2ccc(Cl)cc21	4.3	3.6	-0.3	1.9	-7.3	0.8	97.0	nt	16.4*	4.0
COc1ccccc1N1CCN(Cc2ccccc2)CC1	-6.6	7.4	2.4	1.9	0.0	-0.6	92.0	-1.4	-2.5	0.1
O=C(O)C(O)(c1ccccc1)C1CCCC1 (configuration not stated)	-0.3	-4.6	14.9	-0.3	1.2	-0.9	89.0	-3.8	4.7	0.7
CC[n+]1c(/C=C/C=C/c2ccc(N(C)C)cc2)sc2ccccc21	-17.9	2.3	-4.0	16.2	-23.5	-4.2	315.0	-7.3	-8.2	28.3*
CN1CCC(N(C)c2ccc(C(N)=O)cc2[N+](=O)[O-])CC1	0.8	16.7	-0.7	-5.8	-7.6	0.4	112.0	-2.7	2.7	-1.5
C[C@H]1CCC[C@H](O)CCCCCc2cc(O)cc(O)c2C(=O)O1	-13.8	7.7	-2.3	-9.3	2.2	-0.7	100.0	-4.4	0.3	-2.2
COc1ccc(CN2CCN(C(=O)COc3cccc(C)c3)CC2)c(OC)c1	-9.6	1.6	5.5	1.8	-2.7	0.7	94.0	nt	-2.4	1.1
CN1CCN(c2ccc([N+](=O)[O-])c(NCc3ccco3)c2)CC1	8.9	-8.5	-5.2	3.8	13.0	-2.2	100.0	-2.5	-5.5	4.9
CCOc1c(Cl)cc(CNCCc2c[nH]c3ccccc23)cc1OC	-4.7	4.6	-0.5	17.8	53.1	-1.4	100.0	-2.3	6.7	-1.6
CCOC(=O)c1nc2ccccc2c(=O)n1-c1ccc(C)cc1C	1.7	4.1	5.2	-4.8	-1.7	-2.1	96.0	-2.0	-4.9	-1.2
COc1ccc(NC(=O)c2cc([N+](=O)[O-])ccc2N2CCNCC2)cc1	2.6	16.6	-2.5	10.5	0.5	-3.7	98.0	-4.5	-8.6	-0.8
Cn1c(O)c(C=NCCCNC2CCCCC2)c(=O)n(C)c1=O	5.3	-9.3	0.1	-5.5	0.6	-3.5	112.0	-5.1	-1.8	1.5
O=C(O)CC[N+](=O)[O-]	-3.7	-7.0	2.2	-0.7	-1.5	-0.3	102.0	-5.0	-1.7	3.3
CN1C(=O)NC(=O)/C(=C\c2ccc([N+](=O)[O-])o2)C1=O	7.8	9.3	-6.3	-6.8	5.5	-1.1	102.0	nt	-0.7	-1.3
CCOC(=O)c1ccc(NC(=O)N2CC3CC(C2)c2cccc(=O)n2C3)cc1 (configuration not stated)	4.9	-14.5	3.6	-8.0	-0.5	-2.1	102.0	-2.4	-11.4	1.6
O=C1OCCN1P(=O)(c1ccccc1)c1ccccc1	10.4	7.6	-5.0	0.5	1.2	-1.3	94.0	-7.5	-2.3	3.2
C[C@]12CCC(=O)C=C1CCC1C2CC[C@@]2(C)C1CC[C@]2(C)O (some centres not stated)	-3.2	5.6	-1.6	5.5	-11.9	-2.5	97.0	-5.1	1.2	0.7
CC(C(O)c1ccccc1)N(C)CCn1cnc2c1c(=O)n(C)c(=O)n2C (configuration not stated)	6.5	4.9	0.6	0.8	-0.5	-0.7	97.0	2.1	3.1	1.7
CCCCn1c(NC(=O)c2ccco2)c(C(=O)OCC)c2nc3ccccc3nc21	-2.1	-3.2	-6.9	31.5*	-3.2	-0.3	110.0	-3.7	-4.6	5.2
O=P(NCc1ccccc1)(Oc1ccccc1)Oc1ccccc1	10.5	5.2	1.4	2.0	10.7	3.5	93.0	14.6	-5.0	-0.8
C(#CCN1CCOCC1)COC/C=C/c1ccccc1	7.1	9.9	5.4	2.5	-1.0	0.4	110.0	nt	-1.8	-0.6
CCOc1cc2c(cc1OCC)-n1cccc1C(c1ccc(C)cc1C)NC2 (configuration not stated)	-20.2	2.3	-3.2	-5.3	11.7	1.7	96.0	-18.7	-3.0	-0.4
CCc1nc2ccccc2c(=O)n1-c1ccccc1[N+](=O)[O-]	7.7	13.0	-3.1	-6.7	-5.3	-0.2	100.0	-16.5	-1.1	0.6
CC1CCCCN1Cc1cccnc1 (configuration not stated)	-1.7	11.0	-7.1	3.0	2.8	-2.8	96.0	1.6	3.3	-1.9
O=c1[nH]c(=S)n(-c2ccccc2)c(O)c1C=NCCN1CCNCC1	-2.3	8.4	-6.0	5.5	-1.8	-1.1	98.0	-3.3	5.6	3.0
COc1cc2[nH]c(=O)n(-c3ccc(C)cc3)c(=O)c2cc1OC	2.8	3.2	1.9	-2.4	0.7	-1.5	96.0	-4.1	-4.3	-1.6
